PLCg1 inh = blocks human PLC-gamma1 enzyme activity | inhibition, % at 12.2 µM | 370,000 tested, 0.84% active | purified PLC-gamma1, fluorogenic substrate, fluorescence | AID 720700; in the data active = inhibition above about 9.5%
PLCb3 inh = PLC-beta3 (human) inhibition, primary screen; Purified PLC-beta3, fluorogenic substrate, fluorescence; inhibition, % at 12.2 µM; 370,000 tested, 0.18% active; AID 720704; in the data active = inhibition above about 11%;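 also: 0% = median of compound wells on plate and 100% = full blocker control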
ssDAF12 agonist = activators of S. stercoralis DAF-12 nuclear receptor. HEK293 ssDAF-12/GRIP1 lit1-tk-luc reporter, luminescence; % of 3 µM dafachronic acid response. activation, % at 6.8 µM. 370,000 tested, 1% active. AID 652126;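 active = activation above the mean over all tested compounds plus 3 SD, cut at about 0.9% in these data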;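 also: 0% = DMSO-only wells and 100% = 3 µM delta7-dafachronic acid wells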
hgDAF12 agonist = agonists of H. glycines DAF-12 nuclear receptor; HEK293 GAL4-hgDAF12 UAS-luciferase reporter, agonist luminescence; normalized to butyrate control; activation, % at 6.8 µM; 370,000 tested, 1.8% active;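 active = activation above a cutoff set at the mean of all screened compounds plus 3 SD, cut at about 10% in these data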;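 also: 0% = DMSO wells and 100% = sodium butyrate wells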
MBD2 inh = blocks human MBD2 binding to methylated DNA. Q9UBB5. TR-FRET, MBD2 binding to methylated oligonucleotide. inhibition, % at 4.4 µM. 370,000 tested, 0.31% active; in the data active = inhibition above about 13%
Target sequence (Q9UBB5 whole entry, looked up): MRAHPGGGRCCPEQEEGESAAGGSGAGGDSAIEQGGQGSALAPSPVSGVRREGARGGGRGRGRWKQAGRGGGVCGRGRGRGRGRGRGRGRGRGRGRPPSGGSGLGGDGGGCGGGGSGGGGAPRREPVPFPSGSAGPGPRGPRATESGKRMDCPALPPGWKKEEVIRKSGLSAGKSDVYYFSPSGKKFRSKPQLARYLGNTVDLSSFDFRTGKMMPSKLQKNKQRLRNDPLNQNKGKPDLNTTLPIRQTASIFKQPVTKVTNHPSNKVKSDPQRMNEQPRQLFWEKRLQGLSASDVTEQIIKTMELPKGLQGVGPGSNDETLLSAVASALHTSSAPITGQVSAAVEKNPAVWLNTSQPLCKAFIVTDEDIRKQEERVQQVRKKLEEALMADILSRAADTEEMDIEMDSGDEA
hcDAF-12 act = activates DAF-12 receptor from parasite H. contortus; activation, % at 6.8 µM; HEK293 hcDAF-12 lit1-tk-luc reporter, luminescence; 0% DMSO, 100% Δ7-dafachronic acid; 370,000 tested, 1.4% active;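 active = activation above the mean of all tested compounds plus 3 SD, cut at about 5.5% in these data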;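 also: 100% = response to 3 µM Δ7-dafachronic acid high control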
Rev-erbA mod = modulates human Rev-erb alpha binding to DNA; P20393; Rev-erbα–FITC-DNA binding, fluorescence polarization, 90 min; activity, % at 10 µM; 370,000 tested, 0.79% active; AID 1259318;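 active = activity above about 14%, limit read from the data; passing the limit was not always enough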;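 also: 0% = DMSO wells with 35 nM protein and 100% = DMSO wells with 750 nM protein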
Target sequence (P20393 whole entry, looked up): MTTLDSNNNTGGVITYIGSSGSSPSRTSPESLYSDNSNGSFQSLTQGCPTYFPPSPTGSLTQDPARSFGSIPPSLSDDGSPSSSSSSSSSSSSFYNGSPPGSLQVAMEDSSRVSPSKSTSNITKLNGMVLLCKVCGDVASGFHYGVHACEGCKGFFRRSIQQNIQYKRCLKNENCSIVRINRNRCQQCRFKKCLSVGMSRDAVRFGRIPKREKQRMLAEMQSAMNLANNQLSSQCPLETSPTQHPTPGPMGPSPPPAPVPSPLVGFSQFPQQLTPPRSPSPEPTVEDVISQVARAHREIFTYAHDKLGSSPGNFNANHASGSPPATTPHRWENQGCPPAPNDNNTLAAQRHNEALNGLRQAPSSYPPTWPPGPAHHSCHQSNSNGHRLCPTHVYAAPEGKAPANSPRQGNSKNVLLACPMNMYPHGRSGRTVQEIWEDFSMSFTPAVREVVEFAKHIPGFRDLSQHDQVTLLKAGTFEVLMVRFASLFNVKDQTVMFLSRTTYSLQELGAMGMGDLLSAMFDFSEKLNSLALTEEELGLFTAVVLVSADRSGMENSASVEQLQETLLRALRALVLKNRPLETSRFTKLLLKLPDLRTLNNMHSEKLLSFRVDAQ
DAX1 inh-1 = NR0B1 (DAX1) inhibition | HEK293 Gal4-DAX1 luciferase reporter, luminescence | 340,000 tested, 0.99% active | inhibition, % at 6.75 µM | AID 504766 | P51843;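 active = inhibition above the mean over all tested compounds plus 3 SD, cut at about 4.2% in these data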;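 also: 0% = DAX1-transfected cells with DMSO and 100% = empty-vector control cells with DMSO; inhibition shows as a rise in luminescence from relieved DAX1 repression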
DAX1 inh-2 = DAX1 (NR0B1) inhibition, primary screen; AID 652010; 370,000 tested, 1.1% active; HEK293T StAR-luciferase reporter, SF-1/DAX-1 repression relief; inhibition, % at 6.8 µM;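 active = inhibition above the mean over all tested compounds plus 3 SD, cut at about 3.6% in these data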;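 also: 0% = DAX-1 cells with DMSO and 100% = cells lacking DAX-1 with DMSO; higher inhibition means more luminescence from relief of DAX-1 repression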
SMARCA2 act = activators of SMARCA2 function; activation, % at 9.1 µM; 370,000 tested, 1% active; MG213 cells, MMTV-luciferase reporter, dexamethasone, overnight; in the data active = activation above about 7.8%;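 also: 0% = vehicle wells and 100% = reference activator wells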
ADAM17 inh = inhibitors of human ADAM17 | P78536 | recombinant ADAM17, EDANS/DABCYL FRET peptide cleavage | AID 720648 | inhibition, % at 6.95 µM | 370,000 tested, 0.83% active;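 active = inhibition above the mean of compounds lying between control limits plus 3 SD, set per campaign, cut at about 8.5% in these data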;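 also: 0% = DMSO-only wells as the low control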
* = called active by the depositor; . = not tested or not shown.

molecule | PLCg1 inh | PLCb3 inh | ssDAF12 agonist | hgDAF12 agonist | MBD2 inh | hcDAF-12 act | Rev-erbA mod | DAX1 inh-1 | DAX1 inh-2 | SMARCA2 act | ADAM17 inh
CN(CC(=O)NNC(=O)CNC(=O)c1cccs1)S(=O)(=O)c1ccc(Cl)cc1 | 7 | 1 | -0.9 | 0.7 | 7 | -1.7 | -4 | -1.0 | -1.9 | -2 | -4
COC[C@H]1CCCN1c1ccc2c(c1)O[C@@H](COCc1ccccc1)CN([C@H](C)c1ccccc1)S2(=O)=O | 10* | -4 | -1.1 | 2.9 | 8 | -0.5 | 6 | . | -0.9 | 1 | -2
COC(=O)c1ccc(CN2CCCCC2)cc1 | -1 | -4 | -1.1 | -0.3 | -1 | 1.9 | -4 | -0.5 | 0.5 | -3 | -3
Cc1ccc2[nH]c(=O)c(CN(CC3CCCO3)S(=O)(=O)c3c(C)ccc4nsnc34)cc2c1 (stereo not drawn) | -2 | 0 | -0.8 | 0.2 | -4 | -0.7 | -1 | -0.9 | 0.0 | -3 | -7
COc1ccc(NC(=O)c2cc(-c3cccc(OC)c3)on2)cc1 | -1 | -13 | -0.3 | -2.1 | 3 | -0.4 | -2 | -0.1 | -0.1 | -1 | -8
COc1cc(C2CC(=O)c3cnc(N4CCN(Cc5ccccc5)CC4)nc3C2)cc(OC)c1OC (stereo not drawn) | 6 | 4 | -0.8 | -2.8 | -3 | -1.3 | 2 | -0.1 | -0.4 | -4 | 0
COc1ccc(NC(C)=O)cc1CP(=O)(c1ccccc1)c1ccccc1 | 0 | -2 | -0.9 | 1.4 | -3 | -0.4 | 2 | 0.4 | 0.3 | -2 | -1
CC(=O)c1ccc(OCC(O)COc2ccc(C(C)=O)cc2)cc1 | 11* | 9 | -0.7 | -2.1 | -6 | 1.2 | -5 | -0.8 | 0.6 | -2 | 5
CCOC(=O)N1CCC(NC(=O)C2=CCN(S(=O)(=O)c3ccccc3)CC2)CC1 | 2 | -22 | -2.4 | 0.3 | -7 | -2.1 | 0 | 0.2 | -0.8 | -1 | 2
O=c1c(F)cn(C2CCCO2)c(=O)n1Cc1ccc(Cl)cc1 (stereo not drawn) | 0 | -4 | -1.9 | -0.5 | 10 | -0.7 | 3 | -0.1 | -0.5 | 2 | -6
COC(=O)c1c(NC(=O)C2CCCCC2C(=O)O)sc2c1CCCCC2 (stereo not drawn) | -14 | -13 | 0.4 | 3.2 | 4 | 2.7 | -3 | 4.9* | 2.0 | 4 | -7
CCC(C)CN1C(=O)CN(S(C)(=O)=O)CC1(C)C(=O)NCc1ccccc1 (stereo not drawn) | -3 | 2 | -0.6 | 0.7 | 0 | 0.2 | 5 | . | -1.0 | -4 | -5
O=C(O)c1ccc(Nc2nc(-c3ccc([N+](=O)[O-])cc3)nc3ccccc23)cc1 | 0 | -3 | -0.6 | 1.1 | 3 | 5.6* | 2 | -0.3 | 1.0 | 0 | 2
COc1cn(-c2ccccc2)nc1C(=O)Nc1ccc(C)cc1 | -10 | -18 | -0.1 | 9.6 | 2 | 1.7 | 2 | 1.1 | 1.2 | 1 | -3
Cc1cccc(C)c1NC(=O)CSc1nnc(-c2ccncc2)n1Cc1ccco1 | 4 | 4 | -1.7 | 1.1 | 5 | 4.8 | -8 | -1.6 | 0.5 | -3 | -1
CC1CCCC(NC(=O)CNC(=S)N(Cc2ccccc2)Cc2cccs2)C1C (stereo not drawn) | 4 | -3 | -1.4 | 3.7 | -1 | -1.0 | 2 | -0.8 | -0.4 | -2 | 5
Cc1ccc(S(=O)(=O)N2C[C@H]3n4c(=O)ccc(=O)n4C[C@H](OC(=O)NC4CC4)[C@@]3(O)C2)cc1 | 3 | 0 | -0.7 | -1.1 | -8 | 0.4 | -4 | 2.6 | 0.5 | -3 | 0
CC(C)N=C(NC#N)SCC(=O)NC(C)(C)C | 0 | 6 | -1.0 | 0.8 | -9 | -1.7 | -2 | 0.9 | -0.5 | 0 | 4
CCOC(=O)C1CCCN(Cc2cn(C)nc2-c2ccc3c(c2)OCCO3)C1 (stereo not drawn) | 6 | 1 | -0.6 | -0.3 | 4 | 1.4 | -1 | 0.2 | -0.7 | 1 | 0
CCOc1ccc(NC(=S)C(C#N)=C2N(C)c3ccccc3N2C)cc1 | -2 | -9 | -0.6 | -2.8 | 1 | 0.7 | 3 | 2.2 | 0.0 | -2 | -4
O=C1C=C(NCCN2CCOCC2)CC(c2ccccc2)C1 (stereo not drawn) | -12 | -14 | -1.1 | -2.2 | 0 | -2.0 | 0 | 0.3 | 0.7 | -4 | -3
O=C(COC(=O)CCc1ccc(S(=O)(=O)N2CCOCC2)cc1)NCc1ccc(Cl)cc1 | 3 | 3 | -0.8 | 2.0 | 2 | 0.6 | 2 | -0.1 | 0.6 | -3 | 0
CCSc1nnc(NC(=O)Cc2ccc(OC)cc2)s1 | -1 | 0 | -0.8 | 0.8 | -2 | -1.1 | 5 | 3.1 | -0.5 | -1 | 0
COc1cccc(C(=O)N2CCN(Cc3ccccc3C(F)(F)F)CC2)c1 | 7 | 3 | -1.6 | -2.8 | 0 | -2.0 | 3 | -1.0 | -0.9 | 2 | 2
CCOc1cc(C(N)=O)cc(Br)c1OCc1ccccc1 | -2 | 1 | -0.9 | 3.3 | -5 | 0.0 | -1 | 0.5 | -0.1 | -3 | -1
Cc1cc(NC(=O)c2ccc(Cl)cc2)cc(C)c1OCC(=O)N1CCOCC1 | -2 | -10 | -0.6 | 2.9 | 5 | -0.6 | 8 | -0.2 | 2.2 | 1 | -4
CN(CC(=O)Nc1cccc(F)c1)C(=O)Cc1n[nH]c(=O)c2ccccc12 | 0 | 2 | -1.0 | 2.4 | -7 | -1.6 | 1 | 1.9 | 3.2 | -3 | 0
O=S(=O)(c1ccc(Br)s1)N1CCN(CCOc2ccccc2)CC1 | 5 | -3 | -1.7 | 0.5 | 0 | 0.3 | -1 | -0.4 | 0.4 | -2 | 2
CCOC(=O)C1=C(CNCc2ccc(C)cc2)NC(=O)NC1c1ccc(OC)cc1 (stereo not drawn) | 4 | 2 | -1.4 | -1.7 | 1 | -2.0 | 0 | -0.1 | -2.0 | -1 | 4
Cc1oc(/N=C/c2ccc(F)cc2)c(C#N)c1C | -9 | -24 | -0.9 | 1.9 | 1 | 1.8 | 0 | 0.7 | 0.5 | 0 | 1
CCCCSc1nnc(CCC)n1N | -3 | -2 | -1.2 | 0.6 | 2 | -0.6 | 4 | 0.0 | 0.2 | 0 | -4
CC(C)[C@H](CO)Nc1nc(NCc2ccc(S(N)(=O)=O)cc2)c2ncn(C(C)C)c2n1 | -1 | -6 | -2.0 | 8.3 | -9 | -2.5 | -3 | -1.4 | -0.7 | 10* | 2
Cc1cccn2c(=O)nc(SCC(=O)NCCc3ccccc3)nc12 | -17 | -19 | -1.2 | -1.8 | 5 | -2.6 | 0 | 1.5 | 1.7 | -2 | -36
CC1C(=O)CCC1(C(=O)O)c1ccccc1 (stereo not drawn) | 1 | 2 | -1.2 | -0.4 | 1 | 2.5 | 1 | 0.1 | 0.4 | 4 | 1
COc1cc(OC)cc(C2=Cc3ccc(OC)cc3C(CC(C)=O)N2c2ccc(C#CC3(N)CCCCC3)cc2)c1 (stereo not drawn) | -102 | -150 | -1.3 | 2.7 | -2 | -1.2 | 7 | . | -0.9 | -4 | -30
CCn1c(SCC(=O)NC2CCCC2)nnc1C(C)NC(=O)c1ccccc1F (stereo not drawn) | 1 | 0 | -0.6 | 0.6 | -5 | 2.6 | -2 | 1.1 | 0.3 | -3 | 1
CCOC(=O)c1c(C)[nH]c(C(=O)CN2C(=O)NC(C)(c3ccc(C)cc3)C2=O)c1C (stereo not drawn) | 1 | 1 | -1.6 | -2.3 | 0 | -1.7 | -1 | 0.1 | -0.4 | -2 | 3
COc1cccc(N=C2CC(C)(C)CC(=O)/C2=C(/O)c2ccccc2)c1 | 1 | 4 | -1.4 | 0.8 | -3 | -1.0 | 7 | -0.8 | 1.1 | -1 | -3
Cc1ccc(C(=O)N2CCC(C)CC2)cc1NC1=NC2CS(=O)(=O)CC2S1 (stereo not drawn) | 2 | -2 | -0.8 | -2.7 | -1 | 0.1 | -6 | 1.7 | -0.7 | -1 | -2
Cc1ccc(CS(=O)(=O)c2ncc(Cl)c(C(=O)Nc3ccc(OC(F)F)cc3)n2)cc1 | 0 | -10 | -1.6 | -8.1 | -3 | -3.2 | -5 | -2.1 | -0.9 | -6 | -1

Copied from the list.
DAX1 inh-1 with Cc1cccn2c(=O)nc(SCC(=O)NCCc3ccccc3)nc12 reads 1.5
ssDAF12 agonist with Cc1ccc(C(=O)N2CCC(C)CC2)cc1NC1=NC2CS(=O)(=O)CC2S1 (stereo not drawn) reads -0.8
DAX1 inh-2 with CCSc1nnc(NC(=O)Cc2ccc(OC)cc2)s1 reads -0.5

Next part
molecule | PLCg1 inh | PLCb3 inh | ssDAF12 agonist | hgDAF12 agonist | MBD2 inh | hcDAF-12 act | Rev-erbA mod | DAX1 inh-1 | DAX1 inh-2 | SMARCA2 act | ADAM17 inh
COc1ccc(OC2OC3COC(C)(C)OC3C(O)C2NC(C)=O)cc1 (stereo not drawn) | -1 | -1 | -0.8 | 0.1 | 2 | -0.2 | 4 | -0.1 | 0.6 | 4 | -4
CN(C)CC(c1ccccc1)c1ccccc1 | 0 | -6 | -1.3 | -1.2 | 5 | -1.5 | 0 | . | -0.1 | -3 | 2
CCNC(=O)CC1C(=O)N(c2ccc(OC)cc2)C(=O)N1CCOC (stereo not drawn) | 2 | -4 | -0.8 | -2.7 | 1 | -0.4 | -2 | 1.4 | 0.3 | 1 | 1
CC(C)CNS(=O)(=O)/C=C/c1ccc(F)cc1CNC(=O)OC(C)(C)C | 2 | 4 | -2.0 | 1.1 | -1 | -2.9 | -2 | . | -1.4 | -3 | 0
CCN1CCN(CCCNC(=O)c2ccc3c(c2)NC(=O)c2ccccc2S3)CC1 | 2 | -2 | 0.1 | 5.2 | 11 | 1.0 | 4 | 2.4 | 0.8 | -3 | -7
COc1ccc(OC)c(NC(=O)c2ccccc2NC(=O)c2ccco2)c1 | -2 | -9 | -1.4 | 3.9 | 0 | -0.2 | -1 | 0.8 | -1.4 | -3 | -1
CSCCC(C(=O)Nc1ccc2c(c1)OCO2)N1C(=O)c2ccccc2C1=O (stereo not drawn) | 1 | 0 | -1.1 | 1.2 | 0 | -3.0 | -3 | 0.3 | 0.1 | 0 | -6
Cc1cccc(C)c1NC(=O)CCS(=O)(=O)c1cccc2nonc12 | 0 | 0 | -1.4 | -2.3 | 4 | 2.1 | 2 | 0.2 | 0.3 | -1 | -1
Clc1ccccc1OCc1nn2c(-c3ccncc3)nnc2s1 | -2 | 3 | -1.9 | 1.0 | 6 | -2.7 | 4 | 0.5 | 0.0 | -3 | -6
Cc1cccc2c1cnn2C(=O)CCC(=O)NC1CCCCC1 | 4 | 5 | -0.3 | 4.4 | -3 | 2.1 | 2 | 2.1 | 0.6 | -1 | 8
